Source: PubChem (The Scripps Research Institute Molecular Screening Center)
MITF primary – MITF inhibitors, primary screen, biochemical, AlphaScreen, human; AID 1259374, 2018; AlphaScreen MITF homodimerization, bead proximity signal; Microphthalmia-associated transcription factor (Homo sapiens), O75030; actives 0.91% (n = 650,000); inhibition, % at 2.6 µM; in the data active = inhibition above about 50%;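 note: 0% = vehicle wells with protein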
Target sequence (O75030 whole entry, looked up): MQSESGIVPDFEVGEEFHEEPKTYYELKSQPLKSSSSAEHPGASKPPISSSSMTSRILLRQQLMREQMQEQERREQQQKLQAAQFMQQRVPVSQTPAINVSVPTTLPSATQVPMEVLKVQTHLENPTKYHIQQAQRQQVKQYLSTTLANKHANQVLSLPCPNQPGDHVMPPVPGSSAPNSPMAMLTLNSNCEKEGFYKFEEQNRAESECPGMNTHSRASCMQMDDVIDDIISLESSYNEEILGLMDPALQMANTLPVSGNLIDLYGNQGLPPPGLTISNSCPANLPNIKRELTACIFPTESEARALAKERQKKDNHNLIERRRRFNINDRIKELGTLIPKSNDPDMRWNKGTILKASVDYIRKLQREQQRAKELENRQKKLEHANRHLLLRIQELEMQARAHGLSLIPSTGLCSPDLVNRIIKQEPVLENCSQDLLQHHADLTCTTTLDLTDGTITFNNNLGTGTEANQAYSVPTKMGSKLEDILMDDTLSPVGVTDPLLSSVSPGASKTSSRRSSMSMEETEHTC
FBW7 activator – FBW7 E3 ligase activators, primary screen, biochemical, AlphaScreen, human. F-box/WD repeat-containing protein 7 (Homo sapiens), Q969H0. AlphaScreen FBW7–phospho-cyclin E peptide binding, activator screen. normalized activity (activation), % at 26.1 µM. actives 0.13% (n = 650,000). AID 1259310, 2017; in the data active = normalized activity above about 1.9%;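 note: purified mutant Fbw7 with reduced substrate affinity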
TEAD-YAP block – TEAD-YAP interaction inhibition, primary screen, TEAD-YAP interaction inhibitor project, luminescence, HEK-TIYL cells; TEAD-Gal4/YAP UAS-luciferase luminescence; AID 1259422, 2018; actives 1.4% (n = 640,000); inhibition, % at 9.12 µM; in the data active = inhibition above about 32%;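 note: 0% = median of test compound wells and 100% = reference inhibitor wells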
GPR151 ag – activators of human GPR151, primary screen, cell-based, PathHunter beta-arrestin, luminescence. G-protein coupled receptor 151 (Homo sapiens), Q8TDV0. activation, % at 11.2 µM. actives 1% (n = 650,000). PathHunter beta-arrestin GPR151 cells; in the data active = activation above about 4.9%;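 note: 0% = median of compound wells and 100% = cells with positive control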
Target sequence (Q8TDV0 whole entry, looked up): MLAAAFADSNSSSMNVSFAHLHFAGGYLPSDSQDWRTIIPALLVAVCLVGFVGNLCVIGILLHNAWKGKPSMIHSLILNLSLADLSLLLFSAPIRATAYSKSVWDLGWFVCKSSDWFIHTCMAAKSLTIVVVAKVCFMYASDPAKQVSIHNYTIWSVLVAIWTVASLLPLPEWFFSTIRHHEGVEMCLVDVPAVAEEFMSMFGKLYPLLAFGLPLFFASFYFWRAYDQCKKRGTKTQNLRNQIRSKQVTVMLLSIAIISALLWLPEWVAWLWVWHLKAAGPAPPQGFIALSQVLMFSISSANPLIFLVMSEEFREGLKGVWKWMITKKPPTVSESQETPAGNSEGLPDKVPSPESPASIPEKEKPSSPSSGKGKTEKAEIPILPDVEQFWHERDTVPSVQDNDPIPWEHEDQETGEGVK
An asterisk follows results filed as active.

compound	MITF primary	FBW7 activator	TEAD-YAP block	GPR151 ag
CC(C)C1=NN2C(=N)/C(=C/c3ccc(F)cc3)C(=O)N=C2S1	15	0.6	2	0.0
COc1ccc(C2(CNC(=O)c3cc4ccccc4o3)CCOCC2)cc1OC	15	0.1	-11	0.5
CCCC(=O)Nc1ccc2oc(-c3ccc(Br)c(C)c3)nc2c1	-4	0.0	-66	-0.4
Cc1ncc([N+](=O)[O-])n1CCSc1nc2c(c(=O)n(C)c(=O)n2C)n1Cc1ccccc1Cl	-8	0.3	-1	1.6
CN(CCS(=O)(=O)OCC(F)(F)F)c1ccc(C=O)cc1	15	0.3	5	1.4
COCCN1Cc2cccc(C(=O)Nc3cccc(-c4nc5ccccc5[nH]4)c3)c2C1=O	-7	0.1	26	2.7
COCCCN1C(=O)C(=O)/C(=C(\O)c2ccc(C)cc2)C1c1ccc(Cl)cc1 (configuration not stated)	1	0.0	1	0.5
COc1cccc(OCC(=O)Nc2ccc(O)cc2C(=O)O)c1	10	0.0	12	-2.8
O=C(NC(=S)Nc1ccc(I)cn1)c1ccc2c(c1)OCO2	-10	-0.1	-18	-0.8
Cc1cc(C(=O)NNC(=O)CCC2CCCCC2)c(C)o1	-3	0.1	5	1.4
Cc1c(NC(=O)[C@@H](NC(N)=O)C(C)C)c(=O)n(-c2ccccc2)n1C	3	0.0	-2	-0.3
O=c1c(CN2CCN(c3ccccc3)CC2)coc2ccc(Cl)cc12	-5	-0.2	2	-0.4
O=[N+]([O-])c1cc(-c2ncnn2-c2ccc(F)cc2)ccc1Cl	2	-0.2	0	-0.4
C/C(=N\Nc1ccc(S(N)(=O)=O)cc1[N+](=O)[O-])c1ccc(C#N)cc1	12	1.3	5	0.0
C=CCNC(=O)c1ccc(N2CCC3(CC2)OCCO3)c([N+](=O)[O-])c1	12	0.1	-35	-0.2
CCOC(=O)CNC(=O)CSc1nnc(CNc2nc(-c3ccccc3)cs2)n1C	9	-0.1	0	-0.4
Cc1ccc2c(c1)N(CC(=O)N1CCCCC1C)C(=O)CO2 (configuration not stated)	-2	0.0	-1	1.0
O=C1CCC(=O)N1c1ccc(NCCc2cccc(F)c2)c([N+](=O)[O-])c1	3	-0.1	-8	0.6
CCc1ccc(NC(=O)CSc2nc3ccccc3c(=O)n2CCc2ccc(S(N)(=O)=O)cc2)cc1	-11	-0.2	15	3.9
Cc1c(CCO)c(=O)[nH]n1C(=O)c1ccc([N+](=O)[O-])cc1	8	-0.1	1	-10
CC(C)C(=O)N1CCC(n2nccc2NC(=O)CCc2ccccc2)CC1	-4	0.0	3	-0.4
Cc1c(CN2CCc3nnc(-c4ccccc4)n3CC2)cnn1C	-5	-0.2	5	-1.4
Nc1[nH]nc2ncc3cc4ccccc4nc3c12	-3	-0.2	13	0.7
CC(C)(C)c1[nH]nc2c1C(c1ccc(OC(=O)c3ccccc3)cc1)C(C#N)=C(N)O2 (configuration not stated)	1	-0.1	-4	1.8
CCS(=O)(=O)c1ncc(Cl)c(C(=O)Nc2ccccc2F)n1	-3	-0.1	-6	-0.3
CCOc1cc(/C=N/N2C(=O)C3C4C=CC(C4)C3C2=O)cc([N+](=O)[O-])c1O (configuration not stated)	2	0.3	-5	0.5
CC1CCc2c(sc3c2c2ncnn2c2n[nH]c(=S)n32)C1 (configuration not stated)	-5	-0.1	10	1.8
CN(C1=C(N2CCOCC2)C(=O)c2ccccc2C1=O)c1ccccc1	51*	-0.7	14	0.7
COC(CNC(=O)c1cc(S(=O)(=O)N2CCC(C)CC2)ccc1F)OC	-5	0.1	5	-0.2
O=c1c2ccccc2nc(/C=C/c2cn(Cc3ccccc3)c3ccccc23)n1CCCO	0	-0.1	3	-0.2
O=C(CN1CCN(Cc2ccc(Cl)cc2)C1=O)NCc1ccco1	6	-0.1	1	0.0
CCOC(=O)C(=O)Nc1ccc(S(=O)(=O)NC2CCCCC2)cc1	7	0.0	6	-0.2
Cc1ccc(NC(=O)CSc2nnnn2-c2ccccc2)cc1C	13	0.1	16	0.0
CC1=CC(C)(C)Nc2ccc(OC(=O)Cc3cccc4ccccc34)cc21	2	-0.2	-15	2.9
CCn1c(SCc2cccc([N+](=O)[O-])c2)nc2c(c1=O)SCC2	13	0.3	-5	-1.5
Nc1ncc(-c2cccc3cccnc23)nc1N1CCN(CCO)CC1	17	-0.1	-4	0.9
Cn1c2c(c(=O)n(C)c1=O)C(c1ccc(Br)cc1)C1=C(N2)c2ccccc2C1=O (configuration not stated)	10	0.1	-7	0.6
CCOc1ccc(C(=O)Nc2ccc(-c3nc4ncccc4o3)cc2)cc1[N+](=O)[O-]	6	0.0	-1	2.0
CCOC(=O)CSc1nc2cc(C(=O)NC3CCCCC3)ccc2c(=O)n1Cc1ccccc1	10	-0.1	-9	-2.1
COc1ccc(C(=O)NCCOc2cccc(OC)c2)cc1	4	0.0	-11	0.1
O=C1CCCC2=C1C(c1cc(Br)ccc1OC(F)F)n1ncnc1N2 (configuration not stated)	3	-0.2	7	-1.2
COc1cccc(C=Nc2cc(C(=O)O)ccc2C)c1O	-9	0.3	-3	-0.7
COCCCNC(=O)CSc1ccc2c3c(cccc13)C(=O)c1ccccc1-2	-5	0.2	-5	2.9
O=C(Nc1nccs1)c1ccc2c(c1)C(=O)N(C1CCCCC1)C2=O	-4	0.0	-6	0.3
COc1ccc(CN2CC(=O)N(c3ccccc3C)C(C)C2)cc1O (configuration not stated)	8	0.5	3	0.2
CCc1cc2c(=O)c(-c3cscn3)coc2c(CN(C)C)c1O	4	0.1	-5	1.3
CCOC(=O)c1c(NC(C)=O)sc2c(Cl)c(C#N)ccc12	1	0.1	2	1.1
CCN(CC)C(=O)CN1C(=O)C2CCCN2C(=O)c2ccccc21 (configuration not stated)	-4	0.1	2	0.9
O=C(Nc1nccs1)c1ncoc1-c1cccs1	-14	-0.2	5	8.7*
CCOc1ccc(C2Nc3ccccc3C(=O)N2c2ccc(CC)cc2)cc1 (configuration not stated)	15	0.2	-70	1.2

Following part:
compound	MITF primary	FBW7 activator	TEAD-YAP block	GPR151 ag
CCn1c(SCc2cc(=O)n3cc(Br)ccc3n2)nc2ccsc2c1=O	0	-0.1	-12	0.0
Cn1c(=O)oc2cc(S(=O)(=O)Nc3ccccc3)ccc21	-1	0.0	6	0.4
O=C(OCc1nc2ccccc2s1)c1ccncc1	0	-0.2	-21	0.4
Cc1ccc(OCC(=O)Nc2cc(Cl)ccc2C(=O)O)c(C)c1	-4	0.1	-5	-1.7
Cc1cc(C)n(CCc2nc3c4ccccc4[nH]c(=O)n3n2)n1	9	0.6	1	-1.6
Cc1c(C(=O)Nc2ccc3oc(-c4ccncc4)nc3c2)oc2ccccc12	9	0.1	-1	0.0
O=C(OCN1C(=O)c2ccccc2C1=O)c1cccc(Cl)c1Cl	7	0.2	-3	2.5
CCN(CC)c1ccc2cc(-c3nc(-c4ccc(-c5ccccc5)cc4)cs3)c(=N)oc2c1	-4	-0.1	-7	0.0
O=C(O)CN1C(=O)/C(=C/c2ccc3ccccc3c2)SC1=S	-14	-0.1	-4	-1.1
COCCCNC(=O)Cn1ncc2c3ccccc3n(Cc3cccc(Cl)c3)c2c1=O	0	0.2	-5	0.9
COC(=O)C1=CN(c2ccc(F)c(Cl)c2)C=C(C(=O)OC)C1c1cccc([N+](=O)[O-])c1	-19	-0.1	-9	-0.4
COc1ccc2ccccc2c1/C=C1\N=C(c2ccc(Cl)cc2)OC1=O	9	0.0	-6	2.3
COc1cccc(-c2ccc(NC(=O)C3CCCN(C(C)C)C3)cc2)c1 (configuration not stated)	6	0.1	-3	-1.3
N#Cc1cccc(S(=O)(=O)NCC(c2cccs2)c2c[nH]c3ccccc23)c1 (configuration not stated)	6	0.1	15	-0.1
Cc1ccccc1NC(=O)CSC1=C(C#N)C(c2cccs2)C2=C(CCCC2=O)N1 (configuration not stated)	12	0.0	8	1.1
COC(=O)C1=CN(C(C)C)C=C(C(=O)OC)C1c1cc(Br)c(O)c(OC)c1	4	-0.1	8	-0.2
CCc1ccccc1N1C(=O)CN(S(C)(=O)=O)CC1(C)C(=O)NC1CCCC1 (configuration not stated)	8	0.1	-7	0.1
COc1ccccc1-n1c(C)nc2cc(C(=O)NCc3cccnc3)ccc21	8	-0.1	13	-0.9
CCCCCCN1C(=O)NC(=O)/C(=C\c2ccc(O)c(OC)c2)C1=O	-1	0.2	-2	-0.1
O=C(NCc1ccncc1)C1CC12CCN(CC1CC=CCC1)CC2 (configuration not stated)	2	0.0	-19	0.5
CN1CCN(c2ccc(NC(=O)c3ccco3)cc2Cl)CC1	-8	-0.3	-35	-2.9
C[C@@H](O)[C@@H]1NC(=O)[C@H]2CN(C(=O)NC3CCCCC3)CCN2C1=O	80*	-0.1	1	-1.1
CNS(=O)(=O)c1cc(-c2nnc(Nc3ccc(OC)cc3)c3ccccc23)ccc1C	5	0.1	1	0.5
COc1ccc(CN2CCCC(C(=O)N3CCCC3)C2)c(OC)c1OC (configuration not stated)	93*	0.0	14	-0.3
Cc1ccc(-n2nc(C)c3c(C)c(CCC(=O)NCc4cccnc4)c(C)nc32)cc1	-6	0.1	0	0.0
Cc1cc(N2CCN(c3cc(Cl)ccc3C)CC2)n2nnnc2n1	-16	-0.2	1	-0.9
O=C(Cn1c(=O)oc2cc(Cl)ccc21)NCc1ccco1	3	0.5	0	2.7
CC(Cc1cc(C(=O)N2CCC(O)(c3cccnc3)CC2)on1)c1ccccc1 (configuration not stated)	2	0.0	-6	1.0
CCOc1ccc(S(=O)(=O)N(CC(=O)NC(C)c2ccccc2)c2ccccc2)cc1 (configuration not stated)	20	0.2	-7	-0.9
C[C@H](O)[C@H]1NC(=O)[C@@H]2C[C@H](NC(=O)c3cccc(F)c3F)CN2C1=O	-2	0.2	-3	0.4
Cc1ccc(S(=O)(=O)Nc2ccc(NS(=O)(=O)c3ccc(C)cc3)cc2)cc1	-5	0.1	5	1.3
CCOc1ccc(/C=C2/SC(N3CCCC3)=NC2=O)c(OCC)c1	5	-0.2	-10	-0.7
CCOc1cc(C2C(C(=O)OCC(C)C)=C(C)NC3=C2C(=O)CC(c2ccc(Cl)cc2)C3)cc(Br)c1O (configuration not stated)	22	0.8	16	1.1
CCOc1ccc(C(=O)Nc2ccc(N3CCN(C(=O)C(C)C)CC3)cc2)cc1	6	0.1	-3	0.4
Cc1ccc(S(=O)(=O)Nc2ccc(-c3csc(N)n3)cc2)cc1	-7	-0.1	-5	-0.3
CC(c1ccccc1)C1CC(=O)N(c2ccc3ccccc3n2)C1=O (configuration not stated)	-11	0.0	6	-0.6
COC(=O)C1=C(N)OC2=C(C(=O)CC(C)(C)C2)C1c1ccoc1 (configuration not stated)	-9	0.0	8	-0.5
Cn1c(=O)n(CC(=O)N2CCc3ccccc32)c2cccnc21	7	0.1	-2	-0.9
Cn1c(/C=C/c2ccccc2)nc2ccccc21	-2	0.0	93*	-11
O=C(CSc1ccc2nnc(-c3ccncc3)n2n1)c1ccccc1	-8	-0.4	32	0.3
CCCNC(=O)C1CCN(Cc2cnn(-c3ccccc3)c2-n2cccc2)CC1	1	-0.3	7	-0.1
COC(=O)c1ccc(-c2c(C#N)c(N)n3c(nc4ccccc43)c2C#N)cc1	-10	0.0	-1	-1.0
COc1ccc(/C=C/C(=O)NC(=S)NNC(=O)c2ccco2)cc1OC	26	-0.1	3	-1.1
Cc1c2c(nc3c(C(=O)NC4CCCC(C)C4C)cnn13)CCCC2 (configuration not stated)	-3	0.0	-4	-0.3
Cc1ccc2nc(-c3ccc(C)c(NC(=O)c4ccc5c6c(cccc46)CC5)c3)oc2c1	7	0.9	-77	0.4
O=C1N[C@H](Cc2ccccc2)C(=O)N2C[C@@H](NCc3cccc(F)c3)C[C@@H]12	5	-0.1	-2	-1.2

4 consecutive entries from above, for reference:
compound	MITF primary	FBW7 activator	TEAD-YAP block	GPR151 ag
COc1ccc(/C=C/C(=O)NC(=S)NNC(=O)c2ccco2)cc1OC	26	-0.1	3	-1.1
Cc1c2c(nc3c(C(=O)NC4CCCC(C)C4C)cnn13)CCCC2 (configuration not stated)	-3	0.0	-4	-0.3
Cc1ccc2nc(-c3ccc(C)c(NC(=O)c4ccc5c6c(cccc46)CC5)c3)oc2c1	7	0.9	-77	0.4
O=C1N[C@H](Cc2ccccc2)C(=O)N2C[C@@H](NCc3cccc(F)c3)C[C@@H]12	5	-0.1	-2	-1.2

An excerpt from above, showing only FBW7 activator.
| compound | FBW7 activator |
| --- | --- |
| C[C@@H](O)[C@@H]1NC(=O)[C@H]2CN(C(=O)NC3CCCCC3)CCN2C1=O | -0.1 |
| CNS(=O)(=O)c1cc(-c2nnc(Nc3ccc(OC)cc3)c3ccccc23)ccc1C | 0.1 |
| COc1ccc(CN2CCCC(C(=O)N3CCCC3)C2)c(OC)c1OC (configuration not stated) | 0.0 |

Outcome played no part in choosing rows. Share with any hit: about 3.4%.
